Compound activity: PubChem BioAssay, The Scripps Research Institute Molecular Screening Center
GPR151 activ: activators of human GPR151; Q8TDV0; PathHunter beta-arrestin GPR151 cells, luminescence; activation, % at 11.2 µM; 1% of 650,000 active; AID 1508602; in the data active = activation above about 4.9%;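 note: 0% = median of compound wells and 100% = cells with positive control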
Target sequence (Q8TDV0 whole entry, looked up): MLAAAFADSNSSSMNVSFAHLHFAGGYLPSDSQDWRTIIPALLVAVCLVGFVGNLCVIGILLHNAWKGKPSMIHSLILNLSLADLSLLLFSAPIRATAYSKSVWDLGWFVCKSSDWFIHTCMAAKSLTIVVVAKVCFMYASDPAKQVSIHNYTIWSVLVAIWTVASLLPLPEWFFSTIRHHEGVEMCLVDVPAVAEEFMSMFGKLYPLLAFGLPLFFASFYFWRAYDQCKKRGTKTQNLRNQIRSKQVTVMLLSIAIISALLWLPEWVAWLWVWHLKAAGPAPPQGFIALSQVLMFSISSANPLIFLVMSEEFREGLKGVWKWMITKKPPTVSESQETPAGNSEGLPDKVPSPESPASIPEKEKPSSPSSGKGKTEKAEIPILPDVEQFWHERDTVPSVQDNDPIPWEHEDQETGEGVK
MITF inh: human MITF inhibition, primary screen | inhibition, % at 2.6 µM | O75030 | 0.91% of 650,000 active | AlphaScreen MITF homodimerization, bead proximity signal | AID 1259374; in the data active = inhibition above about 50%;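 note: 0% = vehicle wells with protein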
FBW7 activator: activators of human E3 ligase FBW7; Q969H0; AlphaScreen FBW7–phospho-cyclin E peptide binding, activator screen; AID 1259310; normalized activity (activation), % at 26.1 µM; 0.13% of 650,000 active; in the data active = normalized activity above about 1.9%;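 note: purified mutant Fbw7 with reduced substrate affinity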
Target sequence (Q969H0 whole entry, looked up): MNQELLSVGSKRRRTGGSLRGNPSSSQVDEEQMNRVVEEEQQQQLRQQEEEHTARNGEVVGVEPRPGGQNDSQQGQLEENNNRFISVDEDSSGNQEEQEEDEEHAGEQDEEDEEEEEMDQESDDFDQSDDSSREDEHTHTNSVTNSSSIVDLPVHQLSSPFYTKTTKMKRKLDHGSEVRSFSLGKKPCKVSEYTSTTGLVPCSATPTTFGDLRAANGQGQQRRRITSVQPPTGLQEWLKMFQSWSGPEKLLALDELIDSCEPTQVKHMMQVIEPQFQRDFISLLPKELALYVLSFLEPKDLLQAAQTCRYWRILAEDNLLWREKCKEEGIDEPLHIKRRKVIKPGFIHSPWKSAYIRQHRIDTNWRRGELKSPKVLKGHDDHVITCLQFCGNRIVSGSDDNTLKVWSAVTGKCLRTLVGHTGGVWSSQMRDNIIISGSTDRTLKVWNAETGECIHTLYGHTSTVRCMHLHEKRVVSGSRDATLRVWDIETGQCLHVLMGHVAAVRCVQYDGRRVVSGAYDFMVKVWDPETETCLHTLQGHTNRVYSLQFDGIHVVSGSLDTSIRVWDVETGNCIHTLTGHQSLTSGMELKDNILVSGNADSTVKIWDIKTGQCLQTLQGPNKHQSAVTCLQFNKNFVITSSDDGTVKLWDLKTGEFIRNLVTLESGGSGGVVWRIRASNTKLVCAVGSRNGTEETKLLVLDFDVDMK
TEAD-YAP block: TEAD-YAP interaction inhibition; HEK-TIYL cells, TEAD-Gal4/YAP UAS-luciferase luminescence; inhibition, % at 9.12 µM; 1.4% of 640,000 active; AID 1259422; in the data active = inhibition above about 32%;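 note: 0% = median of test compound wells and 100% = reference inhibitor wells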
The depositor's hits bear a star; x = no result given. No enrichment for hits. Share with any hit: about 3.5%.

SMILES | GPR151 activ | MITF inh | FBW7 activator | TEAD-YAP block
CCSC1=C(C#N)C(c2ccc(Cl)cc2)C(C(C)=O)=C(C)N1 (centres undefined) | -0.6 | 7.8 | 0.4 | -3.4
COc1cc(C(=O)CCN2CCC(c3ccccc3)C2)cc(OC)c1OC (centres undefined) | 3.0 | 0.8 | 0.0 | 1.1
CCCS(=O)(=O)N1CCC(C(=O)NC2CCCCC2C)CC1 (centres undefined) | 0.4 | -6.0 | -0.1 | -6.4
O=C(CSc1nnc(-c2ccco2)n1Cc1ccco1)N1CCOCC1 | 1.1 | -0.5 | 0.2 | 0.1
CC1CCCCN1Cc1c(O)ccc2c(=O)c(-c3ccccc3)c(C(F)(F)F)oc12 (centres undefined) | -0.8 | 11.0 | 0.0 | 6.0
COc1cc2sc(=NC(=O)c3ccccc3F)n(C)c2cc1OC | -1.7 | 1.6 | 0.2 | -33.7
CN(C)CCCN1C(=O)C(=O)/C(=C(\O)c2ccc(F)cc2)C1c1ccccn1 (centres undefined) | -1.5 | -0.8 | -0.1 | -11.9
COC1=C/C(=C/c2c(N)n3nc(S(C)(=O)=O)sc3nc2=O)C=CC1=O | -0.2 | -4.7 | -0.4 | 7.9
Cn1c2ccccc2n2c(=O)n(CC(=O)Nc3ccccc3-c3ccccc3)nc12 | 1.5 | 1.3 | 0.0 | 1.3
COc1ccc(NC(=O)CCCN2C(=O)CCC2=O)c(OC)c1 | 10.3* | 16.1 | 0.1 | 2.8

Of the compounds above, 5 have nitrogen in an aromatic ring:
SMILES | GPR151 activ | MITF inh | FBW7 activator | TEAD-YAP block
O=C(CSc1nnc(-c2ccco2)n1Cc1ccco1)N1CCOCC1 | 1.1 | -0.5 | 0.2 | 0.1
COc1cc2sc(=NC(=O)c3ccccc3F)n(C)c2cc1OC | -1.7 | 1.6 | 0.2 | -33.7
CN(C)CCCN1C(=O)C(=O)/C(=C(\O)c2ccc(F)cc2)C1c1ccccn1 (centres undefined) | -1.5 | -0.8 | -0.1 | -11.9
COC1=C/C(=C/c2c(N)n3nc(S(C)(=O)=O)sc3nc2=O)C=CC1=O | -0.2 | -4.7 | -0.4 | 7.9
Cn1c2ccccc2n2c(=O)n(CC(=O)Nc3ccccc3-c3ccccc3)nc12 | 1.5 | 1.3 | 0.0 | 1.3

The list continues:
SMILES | GPR151 activ | MITF inh | FBW7 activator | TEAD-YAP block
O=C(NC1CCCCC1)c1ccc(F)cc1Cl | -0.1 | 5.6 | -0.2 | -4.1
N#Cc1cc2cc3c(cc2nc1NCCNC(=O)c1ccncc1)OCO3 | -1.0 | -11.6 | 0.0 | 7.2
CC(C)C(=O)N1C2CCC1CC(O)(c1ccc(F)cc1)C2 (centres undefined) | 0.5 | 9.6 | -0.2 | 13.1
COc1ccc(-c2noc(C34CC5CC(CC(C5)C3)C4)n2)cc1 | 0.2 | 0.1 | -0.1 | 0.3
COc1ccc(OCC(O)Cn2cnc3cc(C)c(C)cc32)cc1 (centres undefined) | 0.0 | 8.2 | 0.0 | 6.6
COCCN(C(=O)CCC(=O)NCCc1ccccc1)C1CCN(C)CC1 | 3.2 | 8.4 | 0.3 | 1.8
S=C(Nc1ccccc1)N(Cc1ccccc1)CC1CC=CCC1 (centres undefined) | 2.0 | 4.5 | -0.3 | -4.9
CCN(CC)C(=O)c1sc(NC(=O)c2c(OC)cccc2OC)c(C#N)c1C | 1.6 | 0.6 | 0.2 | -6.3
C=CCOc1cccc(/C=C2\SC(N)=NC2=O)c1 | 1.0 | -11.5 | 0.0 | 3.8
CC(=O)NN1C(=O)c2cccc3cccc(c23)C1=O | -1.4 | 3.1 | -0.1 | 6.3
COc1ccccc1NC(=O)NCc1nc(-c2ccc(OC)c(OC)c2)no1 | 7.5* | 8.2 | 0.2 | 9.5
CC(=O)NCC(=O)N[C@@H](C)Cn1nnc2ccccc21 | 1.0 | 9.2 | 0.0 | 2.0
COc1ccc(Cn2c(=S)[nH]c3cc(C(=O)N4CCOCC4)ccc3c2=O)cc1 | 1.6 | 13.0 | 0.2 | 12.3
CCOC(=O)c1c(CNc2cccc(Cl)c2)n(-c2ccccc2)c2cc(Br)c(OC)cc12 | -0.1 | -4.1 | 0.1 | 0.5
CCOc1c(Br)cc(C2C(C(=O)N3CCCCC3)=C(C)NC3=C2C(=O)CC(C)(C)C3)cc1OC (centres undefined) | 1.4 | 11.3 | 0.3 | 3.9
CC(=O)N1c2ccc(S(=O)(=O)NCC3CCC(C(=O)N4CCCC4)CC3)cc2CC1C (centres undefined) | -1.2 | -3.2 | 0.4 | -6.8
O=C(N/N=C/c1cc(Br)c(Br)s1)c1ccccc1[N+](=O)[O-] | 0.4 | 7.6 | 0.1 | 1.2
Cc1nc(SCC(=O)Nc2c(Cl)cccc2Cl)c2c3c(sc2n1)CCCC3 | -0.6 | 13.7 | 0.5 | -3.0
O=C(c1ccc(Cl)cc1)N1CCC2(CC1)CO2 | 1.0 | -6.6 | 0.0 | 0.3
O=C1N[C@@H](COCc2ccccc2)C(=O)N2C[C@@H](NCc3cccc4ncccc34)C[C@@H]12 | -0.4 | 7.7 | 0.0 | 7.0
COC(=O)c1ccc(C2NC(=O)NC(O)(C(F)(F)F)C2C(=O)c2ccc(F)cc2)cc1 (centres undefined) | 6.2* | -7.3 | 0.0 | -3.2
CC1=CC(=O)C(C(=O)/C=C/c2cccc(C)c2)C(=O)O1 (centres undefined) | -0.9 | 1.2 | 0.0 | -25.3
O=C(Cn1cc(C(F)(F)F)ccc1=O)N/N=C/c1ccc(O)cc1 | 1.1 | 12.0 | 0.1 | 3.9
CCOC(=O)Cn1c(Cl)c(/C=N/NC(=O)c2ccccc2)sc1=O | 1.1 | 7.9 | -0.1 | -13.6
NC(=O)c1c(NC(=O)c2ccc(Br)o2)sc2c1CCCC2 | 0.5 | 3.7 | -0.1 | 3.2
O=C(Cc1ccccc1)Nc1ccc2c(c1)CCC2 | 2.6 | 7.1 | 0.1 | -40.6
COC(=O)c1c(C)oc2ccc(OC(=O)c3ccc(OC)c(OC)c3)cc12 | 0.8 | 0.7 | 0.0 | -2.1
COc1ccc2c(c1)CC/C(=C\Nc1ccc(S(N)(=O)=O)cc1)C2=O | 1.1 | 23.5 | -0.1 | -13.1
FC(F)(F)c1cnc(NCCN2CCOCC2)c(Cl)c1 | -1.6 | 17.9 | 0.7 | -5.6
CCc1nnc(NC(=O)COc2ccccc2C(C)(C)C)s1 | 1.0 | -5.3 | -0.2 | -3.5

Entries of single compounds as entered above.
Listed for COC(=O)c1ccc(C2NC(=O)NC(O)(C(F)(F)F)C2C(=O)c2ccc(F)cc2)cc1 (centres undefined) = GPR151 activ = 6.2*; MITF inh = -7.3; FBW7 activator = 0.0; TEAD-YAP block = -3.2
Listed for CC1=CC(=O)C(C(=O)/C=C/c2cccc(C)c2)C(=O)O1 (centres undefined) = GPR151 activ = -0.9; MITF inh = 1.2; FBW7 activator = 0.0; TEAD-YAP block = -25.3

(further entries)
SMILES | GPR151 activ | MITF inh | FBW7 activator | TEAD-YAP block
Cn1c(-c2ccco2)nc2cc3ccccc3cc21 | -8.4 | -10.7 | 0.3 | 90.5*
COc1ccc(S(=O)(=O)Nc2ccc(S(=O)(=O)Nc3cc(C)nc(C)n3)cc2)cc1 | -0.8 | 0.0 | 0.0 | 2.8
O=[N+]([O-])c1cc(C(F)(F)F)ccc1NCCc1ccccc1 | -0.2 | 13.3 | -0.1 | 2.1
Cc1ccc(S(=O)(=O)Nc2cccc(-c3nc4cccnc4s3)c2)cc1 | -0.2 | -7.8 | -0.2 | -3.9
CCOC(=O)C1=NNC(C(=O)c2ccc(C)cc2)C1c1ccc(C)cc1 (centres undefined) | 3.2 | 4.6 | 0.8 | -4.4
CN1CCN(CC(=O)NCc2ccc3c(c2)OCO3)CC1 | -0.4 | 83.3* | 0.0 | 10.1
Cc1ccc(S(=O)(=O)N2CCSC2c2ccc3c4c(cccc24)CC3)cc1 (centres undefined) | -1.4 | 3.5 | 0.4 | 9.1
CCCCn1c(CN2CC(C)OC(C)C2)nc2c1c(=O)[nH]c(=O)n2C (centres undefined) | -0.2 | -5.2 | -0.1 | 2.2
Cc1cccc(NC(=S)NC(=O)/C=C/c2ccccc2)n1 | -1.1 | 4.3 | 0.4 | -22.5
O=C(Nc1ccc(Cl)c(Cl)c1)c1ccc(F)c(S(=O)(=O)N(CCc2ccccc2)Cc2ccccc2)c1 | -1.2 | -8.6 | -0.1 | -13.0
CC(C)(C)n1nnnc1C(c1ccc(F)cc1)N1CCC(C(N)=O)CC1 (centres undefined) | 0.0 | 5.6 | -0.1 | 6.1
CC1(C)CC(CCN2C(=O)CCC2=O)(Cc2ccccc2)CCO1 (centres undefined) | 0.5 | -6.3 | -0.1 | 8.9
Cc1cc(C)c(C)c(OCCOCCN2CCCC2)c1 | -0.1 | -3.9 | -0.1 | 3.0
NCCCC[C@@H]1NC(=O)[C@H]2CN(Cc3cccc(Cl)c3)CCN2C1=O | 1.9 | 1.7 | -0.3 | 4.1
CC(C)(C)c1cc(C(=O)N2CCN(c3ncccn3)CC2)ccn1 | 2.9 | 13.0 | 0.1 | 8.0
O=C(NC1CCCCC1)C1CCC(CNc2c(N3CCCCC3)c(=O)c2=O)CC1 (centres undefined) | -1.2 | 11.0 | 0.1 | -2.5
COc1ccc(N2CCN(Cc3nnnn3C(C)C)CC2)cc1 | 0.7 | 5.2 | -0.2 | 1.1
COc1ccc(CN2CCN(CCc3ccccc3)C(CCO)C2)c(Cl)c1OC (centres undefined) | 1.6 | 1.9 | 0.0 | -3.4
O=C1OC(c2ccccc2Br)=N/C1=C\c1ccco1 | 0.7 | -7.3 | -0.1 | 2.1
CC1(C)CC(=O)C2=C(C1)Nc1ccccc1N1C(=O)c3ccccc3C21 (centres undefined) | -0.1 | -5.2 | -0.1 | -15.8
CN(C)CCCNC(=O)c1cc2cc([N+](=O)[O-])ccc2oc1=O | 1.0 | 7.4 | -0.1 | -1.7
COC(=O)c1c(N)sc2c1CCCCCC2 | 0.6 | 1.9 | -0.2 | -3.7
OC(COC(C(F)(F)F)C(F)(F)F)CN1CCN(Cc2ccc3c(c2)OCO3)CC1 (centres undefined) | -0.5 | 17.3 | 0.3 | 2.0
CCOc1ccc2cc(C#N)c(SCC(=O)Nc3ccc(OC)cc3OC)nc2c1 | -0.8 | 7.0 | 0.2 | 6.4
O=[N+]([O-])c1ccc2nc(-c3ccc(F)cc3)c(-c3ccc(F)cc3)nc2c1 | -0.5 | 2.9 | 0.1 | 5.3
CC(=O)Nc1ccc(NC(=O)CSc2nnc(NS(C)(=O)=O)s2)cc1 | -1.1 | 14.6 | 0.7 | 0.8
O=C(O)c1cccc(NC(=S)NCc2ccccc2)c1 | -0.4 | -3.9 | -0.2 | -4.7
COc1ccccc1/C=C/c1nc(-c2ccc(OCC(N)=O)cc2)no1 | -0.3 | 8.0 | 0.0 | -25.7
CCCOc1ccc(N2C(=O)C3C4C=CC(CC4)C3C2=O)cc1 (centres undefined) | -0.6 | 5.6 | 0.2 | 4.8
O=C(c1ccc(CS(=O)(=O)c2ccc(Br)cc2)o1)N1CCCC1 | 0.5 | 7.8 | 0.5 | -9.2
COc1ccccc1C(=O)N1CC(=O)Nc2ccc(F)cc2C1c1ccccc1 (centres undefined) | 0.4 | -3.9 | 0.0 | -5.3
CC(=O)NS(=O)(=O)c1ccc(NC(=S)NC(=O)Cc2ccccc2)cc1 | -0.6 | -9.0 | -0.2 | -3.5
Cc1ccc(NC(=O)Nc2nnc(Cc3ccc([N+](=O)[O-])cc3)s2)cc1 | 2.1 | 10.2 | 0.2 | -28.7
CNC(=O)/C(C#N)=C/c1ccc(-c2ccccc2[N+](=O)[O-])o1 | 0.1 | -1.4 | -0.3 | -26.2
COC(=O)c1cc(-c2ccc(Br)cc2)n[nH]1 | 0.2 | 20.6 | 0.6 | -24.4
CCCCCCCC(=O)NNC(=O)c1ccccc1Cl | -1.1 | -9.9 | -0.1 | 9.2
CS(=O)(=O)N(CC(=O)Nc1ccc(Br)cc1)c1ccc2c(c1)OCO2 | -0.3 | 4.7 | -0.2 | -1.2
CC1(C)CC(NC(=O)CCC(=O)N2C(C)(C)CC(N)CC2(C)C)CC(C)(C)N1 | 1.8 | 2.9 | -0.1 | 0.8
C#CCCCO/N=C1\C[C@@H](O)[C@@H](O)[C@@H]2[C@@H]3C(=O)N(Cc4ccc5c(c4)OCO5)C(=O)[C@@H]3CC[C@@H]12 | 4.5 | 11.5 | -0.1 | x
O=[N+]([O-])c1cccc(C2=Nn3c(nnc3-c3ccc4c(c3)OCO4)SC2)c1 | 0.5 | 18.7 | 0.7 | 19.8
COc1ccc(OC)c(NC(=S)NCCc2ccc(S(N)(=O)=O)cc2)c1 | -0.9 | -9.6 | -0.1 | 8.4
NC(=O)C1CCN(C(=O)CNC(=O)c2ccccc2)CC1 | 2.0 | -3.6 | 0.0 | -12.0
COc1ccc(-c2[nH]nc3c2C2(C(=O)Nc4ccc(C)c(Br)c42)C(C#N)=C(N)O3)cc1 (centres undefined) | 0.6 | 4.1 | -0.1 | 5.7
Cc1cccc(N(C)C(=O)Cn2nc(Cc3cccnc3)c3ccccc3c2=O)c1 | -0.8 | 2.4 | 0.0 | 1.6
O=C(CC12CC3CC(CC(C3)C1)C2)N/N=C\c1ccc[nH]1 | -1.4 | -6.2 | 0.2 | 0.1
CC(C)(C)c1ccc(OCC(=O)Nc2ccc(C(=O)Nc3nccs3)cc2)cc1 | -0.7 | 17.2 | 0.8 | -10.6
COc1cc([N+](=O)[O-])ccc1N1C(=O)C2C3C=CC(C3)C2C1=O (centres undefined) | 0.5 | -8.6 | -0.1 | 6.8
CCOc1cc(C(=O)Nc2ccc3c(c2)N(C(=O)C(C)C)CCC3)cc(OCC)c1OCC | 0.6 | -8.7 | 0.0 | 16.6
